V1aR counter: counter-screen for oxytocin receptor agonists: human V1a receptor agonists. AID 2797. P37288. CHO-V1R cells, Fluo-8 calcium fluorescence, agonist mode; 0% DMSO, 100% 3 nM vasopressin. 320,000 compounds, 0.25% hits. activation, % at 3 µM;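 active = activation above the mean activation of all tested compounds plus 3 SD, per screening run, cut at about 20% in these data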;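 note: signal is peak over basal fluorescence ratio across a 100 second FLIPR read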
Target sequence (P37288 whole entry, looked up): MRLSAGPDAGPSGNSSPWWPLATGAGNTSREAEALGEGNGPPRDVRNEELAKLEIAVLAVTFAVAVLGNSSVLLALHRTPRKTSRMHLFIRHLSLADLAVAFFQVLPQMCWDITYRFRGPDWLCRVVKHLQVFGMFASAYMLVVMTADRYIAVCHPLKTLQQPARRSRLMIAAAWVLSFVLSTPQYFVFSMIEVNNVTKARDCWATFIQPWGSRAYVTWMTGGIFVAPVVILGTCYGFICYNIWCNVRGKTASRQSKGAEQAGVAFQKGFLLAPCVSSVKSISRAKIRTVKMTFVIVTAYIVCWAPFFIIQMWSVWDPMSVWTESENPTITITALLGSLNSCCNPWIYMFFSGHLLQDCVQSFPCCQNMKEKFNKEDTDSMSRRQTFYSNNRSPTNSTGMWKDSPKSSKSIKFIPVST
VIM-2 inhibitor: inhibitors of Pseudomonas aeruginosa VIM-2 metallo-beta-lactamase. purified VIM-2, nitrocefin hydrolysis, epi-absorbance fluorescence. inhibition, % at 5.6 µM. 290,000 compounds, 0.89% hits. AID 1527;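 active = inhibition above the mean of all tested compounds plus 3 SD, cutoff set per screening run, cut at about 7.5% in these data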;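 note: red hydrolysis product quenches plate fluorescence so inhibitors raise well fluorescence; 0% = enzyme with DMSO and 100% = DMSO without enzyme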
GalR3 antag: antagonists of human GalR3 | O60755 | AID 651719 | HEK293 GalR3-CNG cAMP membrane potential fluorescence; galR3 body fused to GalR1 C-terminus | inhibition, % at 3 µM | 360,000 compounds, 0.44% hits;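 active = inhibition above the screen-wide average plus 3 SD, cut at about 13% in these data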;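 note: forskolin and galanin both at EC90 stimulate the cells; cAMP rise reported by CNG channel membrane potential dye signal; 0% = forskolin plus galanin with DMSO and 100% = forskolin alone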
Target sequence (O60755 1-299 limits assumed): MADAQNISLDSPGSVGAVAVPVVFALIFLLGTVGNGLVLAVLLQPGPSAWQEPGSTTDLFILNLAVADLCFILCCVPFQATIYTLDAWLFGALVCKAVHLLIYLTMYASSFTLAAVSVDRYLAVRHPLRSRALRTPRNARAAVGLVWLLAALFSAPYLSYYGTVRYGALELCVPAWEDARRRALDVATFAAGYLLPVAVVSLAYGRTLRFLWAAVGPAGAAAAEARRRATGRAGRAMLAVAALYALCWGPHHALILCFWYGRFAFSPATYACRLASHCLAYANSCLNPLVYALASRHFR
PHOSPHO1 inh: blocks human PHOSPHO1 phosphatase activity. 290,000 compounds, 1.1% hits. recombinant PHOSPHO1, absorbance phosphatase assay. inhibition, % at 13.3 µM. AID 1565. Q8TCT1; in the data active = inhibition above about 60%
IMP-1 inh: inhibitors of Pseudomonas aeruginosa IMP-1 metallo-beta-lactamase. purified IMP-1, nitrocefin hydrolysis, epi-absorbance fluorescence. inhibition, % at 5.6 µM. 290,000 compounds, 0.45% hits. AID 1556;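 active = inhibition above the mean plus 3 SD of all compounds in the same screening run, cut at about 4.5% in these data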;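 note: 0% = IMP-1 with DMSO and 100% = DMSO wells lacking enzyme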
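Test system: recombinant IMP-1 enzyme, purified / Medium: HEPES buffer pH 7.1 with ZnSO4 and Brij 35 / Doses: single dose, 5.6 µM / Times: 25 °C, 15 min preincubation, 25 min reaction / Detection: Epi-absorbance via hydrolysed-nitrocefin quenching of white-plate fluorescence, 480/530 nm, EDTA stop / Evaluation: percent inhibition from optical density relative to buffer-blank wells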
DNA FID counter: displaces DNA intercalator in HCV helicase counter-screen; 290,000 compounds, 0.17% hits; DNA fluorescent intercalator displacement, fluorescence; inhibition, % at 7.9 µM; in the data active = inhibition above about 37%;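 note: 0% = vehicle and 100% = reference compound; higher means more ethidium bromide displaced from hairpin DNA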
NS3 helicase inh: HCV NS3 helicase inhibition; NS3 helicase DNA unwinding, Cy5 molecular beacon fluorescence; inhibition, % at 10.9 µM; 290,000 compounds, 0.56% hits;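 active = inhibition above the mean of all tested compounds plus 3 SD, set per campaign, cut at about 35% in these data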;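 note: 0% = DMSO wells and 100% = thioflavine S control wells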
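Test system: hepatitis C virus NS3 helicase domain fragment enzyme. Also added: annealed dual-labelled DNA beacon duplex, ATP-started. Timing: 60 min unwinding reaction at 25 °C after ATP addition. Technique: Cy5 fluorescence. Measure: % inhibition of unwinding.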
OXTR ag: human OXTR agonism; P30559; CHO-OTR cells, Fluo-8 calcium fluorescence; normalized: DMSO 0%, oxytocin 100%; activation, % at 3 µM; 320,000 compounds, 0.32% hits;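 active = activation above the mean of all tested compounds plus 3 SD, cutoff set per screening run, cut at about 20% in these data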;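 note: peak over basal fluorescence ratio from a 100 s FLIPR kinetic read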
GPR7 antag: human neuropeptides B/W receptor 1 antagonism | GPR7-expressing cells, fluorescence antagonist assay | P48145 | 290,000 compounds, 1.1% hits | inhibition, % at 4.4 µM; in the data active = inhibition above about 16%, passing the limit was not always enough;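 note: cells stimulated with the agonist NPW; 0% = agonist with vehicle and 100% = vehicle without agonist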
Target sequence (P48145 whole entry, looked up): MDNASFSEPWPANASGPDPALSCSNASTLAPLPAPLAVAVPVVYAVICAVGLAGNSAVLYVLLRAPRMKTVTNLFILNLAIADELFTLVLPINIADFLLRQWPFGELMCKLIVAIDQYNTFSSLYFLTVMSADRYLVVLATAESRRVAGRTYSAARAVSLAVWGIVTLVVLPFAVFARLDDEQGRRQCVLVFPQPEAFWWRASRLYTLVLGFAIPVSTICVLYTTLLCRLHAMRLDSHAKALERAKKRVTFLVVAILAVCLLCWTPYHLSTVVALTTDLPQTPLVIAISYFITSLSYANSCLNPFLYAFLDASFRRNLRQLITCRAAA
* hit, by the source's call; / = no result given.

cpd	Structure	V1aR counter	VIM-2 inhibitor	GalR3 antag	PHOSPHO1 inh	IMP-1 inh	DNA FID counter	NS3 helicase inh	OXTR ag	GPR7 antag
1	COc1ccc(/C=N/n2cnnc2SCCO)cc1OC	0.4	0.5	-3	18	-3.3	1	3	-0.5	-14
2	CCN(CCC#N)c1ccc(/C=N/Nc2nc(C)cc(=O)[nH]2)c(C)c1	0.2	-3.1	-4	-7	-2.3	-4	6	-1.4	1
3	O=c1c2oc3ccccc3c2ncn1Cc1ccccc1F	0.0	-2.8	-5	26	-3.2	-11	-8	-1.9	-7
4	COc1ccc(C2c3[nH]c4ccccc4c3CCN2Cc2cccn2-c2ncccn2)cc1C (stereo unspecified)	0.3	-4.0	-3	35	-1.3	12	-30	-0.5	30*
5	COc1cc([C@H]2[C@@H]3CCCC[C@]3(O)CCN2CC(=O)Nc2ccc(C)cc2C)ccc1O	3.2	-1.2	1	4	-2.4	-2	-8	1.7	1
6	Cc1cc(C)n(C(=O)CCNC(=O)c2ccccc2Br)n1	0.9	-2.2	-5	-6	-2.6	2	3	1.1	-3
7	Cc1cccc(NC(=O)/C=C/c2ccc([N+](=O)[O-])s2)c1	-0.6	-0.9	0	-1	0.1	7	4	-0.3	4
8	COc1cccc(C(=O)N=c2sc3cc(S(C)(=O)=O)ccc3n2C)c1	0.4	-1.9	-4	1	-2.0	-7	-15	2.8	-5
9	COc1ccc2c(c1)cc(C(=O)N[C@H](C(=O)N1CCC[C@H]1C(=O)O)C(C)C)n2C	0.5	-0.9	-2	13	0.1	-18	-8	0.1	-3
10	O=C(COC(=O)c1ccc2c(c1)S(=O)(=O)c1ccccc1C2=O)NC1CC1	-0.6	-1.1	-4	6	-1.4	0	-2	-0.8	-18
11	Cc1ccn2cc(C34CC5CC(CC(C5)C3)C4)nc2c1	-0.5	-2.3	-13	1	-1.3	3	0	-3.2	0
12	CCN1C(=O)/C(=C2/Sc3ccccc3N2CC)S/C1=N\c1ncn[nH]1	-0.9	-1.4	18*	22	-3.2	-10	-3	-2.4	-13
13	CCOC(=O)c1c(CSc2ccc(C)cc2)n(C)c2cc(Br)c(O)c(CN(C)C)c12	0.4	-2.1	-10	22	-1.6	1	-42	1.7	7
14	Cc1cc(C)cc(NC2=NCC(=O)N2Cc2ccccc2)c1	-1.0	-1.7	-3	17	-2.6	-9	2	-1.4	-2
15	Cc1cc2nn(-c3cccc4ccccc34)nc2cc1N	-0.5	-1.8	-3	7	-1.9	-10	29	-1.2	1
16	O=C(O)CC(NC(=O)C12CC3CC(CC(C3)C1)C2)c1cccc(Cl)c1 (stereo unspecified)	-0.2	-3.7	-4	47	-2.6	-34	-3	0.4	-9
17	CCOC(=O)c1ccc(NC(=O)CC2COc3ccccc3O2)cc1 (stereo unspecified)	2.6	-2.9	1	24	-2.6	-12	-7	-0.4	-2
18	CCOc1ccc2nc(NC(=O)C34CC5CC(CC(NC(C)=O)(C5)C3)C4)sc2c1	/	-2.6	1	-1	-2.7	-36	-9	/	-5
19	NC(=O)c1ncc(C(F)(F)F)cc1Oc1cccnc1	-0.1	-1.8	-2	-20	-2.0	3	0	0.6	-7
20	CCc1ccc(OC(C)C(=O)Nc2ccccc2C(=O)N2CCOCC2)cc1 (stereo unspecified)	-0.2	-0.9	2	-28	-2.6	-33	-6	-0.1	6
21	O=C(c1cc(-c2cccc(Cl)c2)on1)N1CCCC1	-0.9	-1.3	-9	28	-1.6	-29	-6	-0.8	9
22	NC(=O)c1ccc2c(=O)n3c(-c4cccs4)csc3nc2c1	0.6	/	-2	34	/	/	/	0.8	/
23	N#Cc1c(-c2ccco2)c2c([nH]c1=S)CCCC2	0.4	/	-6	62*	/	/	/	1.4	/
24	COc1cc(OC)c(OC)cc1/C=C1/Cc2ccccc2C1=O	3.8	7.0	-10	28	3.0	-15	-4	3.0	-9
25	O=C(CCC(=O)N1CCOCC1)Nc1nnc(C2CCCCC2)s1	0.1	0.6	-1	0	0.9	-12	4	0.5	-6
26	O=C1CN(S(=O)(=O)c2cc(Cl)ccc2Cl)CCN1	-0.1	-1.6	-3	13	0.6	3	-8	-0.1	6
27	CN1C(=O)C(CC(=O)NC2CCCCC2)SC1=Nc1ccccc1 (stereo unspecified)	2.8	-0.6	0	9	-3.1	-13	3	-1.8	-9
28	CCN(CC)C(=O)C1CCC(CNS(=O)(=O)c2cccc3cccnc23)CC1 (stereo unspecified)	1.8	-3.3	4	-3	-2.9	-31	0	1.8	-14
29	CCCN1CCN(CCCNC(=O)CN2C(=O)c3cccnc3Oc3ccc(Cl)cc32)CC1	0.5	1.3	-5	38	0.5	7	4	0.0	-2
30	Cn1c2ccccc2c2cc(/C=N/NC(=O)c3ccc(O)cc3O)ccc21	-0.5	-0.1	/	14	1.5	10	15	-1.3	2
31	O=C(Nc1ccc(-c2cnco2)cc1)c1ccccc1	0.6	-2.1	-2	38	0.8	-6	-7	-0.8	2
32	Cc1cc(-c2ccccc2)n2ncnc2n1	-0.1	-0.7	0	9	-1.6	-1	0	0.4	-5
33	COC(=O)C1=C(C(=O)c2ccccc2)C(c2ccccc2)n2nnnc2N1 (stereo unspecified)	0.7	-4.1	-3	33	-1.8	-9	-3	-1.8	-2
34	O=C(CN1CCOCC1)NCc1cc([N+](=O)[O-])ccc1O	0.1	0.9	-6	8	0.5	0	18	-0.1	-9
35	Cc1ccc(Nc2nc(-c3sc(N)nc3C)cs2)cc1	/	1.2	-10	-11	0.9	4	-10	/	4
36	O=C(c1ccccc1)c1ccc2nc(N3CCN(C(=O)c4ccco4)CC3)c3nncn3c2c1	-1.0	/	0	20	/	/	/	-1.1	/
37	Nn1cc(-c2ccccc2)nc1SCC(=O)Nc1cccc(S(N)(=O)=O)c1	-0.6	-3.1	-3	-3	-2.2	-3	-3	-1.5	-9
38	CN(C)/C=C1\C(=O)N(c2ccc(Cl)c(Cl)c2)CS1(=O)=O	2.0	-2.2	-4	-9	-2.5	2	-4	-0.1	-10
39	CN(C)/C=C1/Sc2ccccc2C1=O	1.0	5.6	-6	32	-3.0	3	9	0.9	-5
40	COc1ccc(Br)cc1C(=O)Nc1cccc2ncccc12	1.1	-2.5	-6	-17	-4.2	-7	7	-0.9	-18
41	O=C1NC(c2ccccc2)CCC1(Cl)Cl (stereo unspecified)	5.0	-3.7	0	2	-2.5	-5	-10	-0.1	-1
42	CC(C)(C)n1nnnc1C(c1cccs1)N(Cc1ccccc1)Cc1ccco1 (stereo unspecified)	-0.4	-0.9	-7	18	0.5	-19	-5	-1.8	-7
43	O=C1NC(=O)/C(=C\c2ccc(OCc3cnc(Cl)s3)cc2)S1	0.1	-3.5	-2	29	-2.2	-4	1	1.7	-14
44	COc1ccccc1CNc1ccc(N2CCOCC2)c(C(=O)O)c1	0.1	-0.6	-5	3	-5.4	-4	5	0.3	-3
45	Cc1cccc(CN2CCc3c(OCC(=O)N4CCCc5ccccc54)cccc3C2=O)c1	2.3	-5.7	-2	-6	-0.9	-36	-9	0.5	15
46	O=C(NNc1c(Cl)cncc1Cl)c1sccc1Cl	1.3	-1.5	-1	41	-2.1	-1	0	0.3	-12
47	CCOC(=O)C1CCCN(C(=O)c2cc(-c3ccc(C)cc3)on2)C1 (stereo unspecified)	4.0	-1.8	-2	7	-3.4	-32	-4	1.8	-8
48	Cc1cccc(C(C(=O)NCc2ccc(F)cc2)N(C(=O)c2csnn2)C2CC2)c1 (stereo unspecified)	0.1	-6.0	-8	22	-2.1	-34	2	-0.7	3
49	CCCOc1ccc(C(=O)Nc2ccc(N3CCN(C(=O)c4ccco4)CC3)cc2)cc1	4.2	-3.6	-3	9	-3.4	-37	12	0.7	-23
50	O=C(Cn1nc(-c2ccccc2)ccc1=O)N1CCCCC1	0.8	-4.6	-13	50	-4.0	-18	11	0.2	-7
51	Cc1cc(OCC(=O)N2CCC(O)(c3ccc(Cl)cc3)CC2)c2c(C)cc(=O)oc2c1	-0.1	-1.3	-5	18	-3.3	-9	-17	0.1	-7
52	Cc1cc(C)nc(NC(=O)C(c2ccccc2)c2ccccc2)n1	-0.2	-6.5	4	-100	-3.6	-8	-4	-2.1	-5
53	COc1cc(OC)cc(C(=O)Nc2ccc(S(=O)(=O)Nc3cc(C)on3)cc2)c1	0.6	-0.6	-3	11	-3.1	-30	4	-0.2	-4
54	Cc1ccc2nc(-c3ccc(N)cc3)sc2c1	0.9	-0.2	4	20	-0.7	-9	-20	0.9	1
55	Cc1cccc(C)c1OCC(O)CNS(=O)(=O)c1ccccc1C(=O)N1CCCCC1 (stereo unspecified)	3.5	-2.0	-4	17	-1.5	-33	-5	1.3	-4
56	CCOc1cccc(NC(=O)c2cnccc2C(F)(F)F)c1	-0.4	-1.2	-6	41	-0.5	-1	6	1.3	-15
57	CCOc1ccccc1CN1CCN(Cc2cn(C)nc2-c2ccccc2)CC1CCO (stereo unspecified)	0.7	-2.2	3	60*	-1.4	3	-4	1.5	-4
58	O=C(Cn1cnc2ccccc2c1=O)Nc1ccc(S(=O)(=O)N2CCCC2)cc1	0.7	-2.2	4	18	-4.0	-4	3	1.0	-8
59	Cc1ccc(N(CC(=O)NC2CCCC2)C(=O)Cn2nnc(-c3ccccc3F)n2)cc1	1.1	0.0	-3	19	-0.2	-40	-5	1.2	-1
60	CC(=O)Nc1ccc(NC(=O)CN(c2cccc([N+](=O)[O-])c2)S(C)(=O)=O)cc1	-1.0	-3.2	-8	29	-0.5	2	1	-0.2	-2

Further entries
cpd	Structure	V1aR counter	VIM-2 inhibitor	GalR3 antag	PHOSPHO1 inh	IMP-1 inh	DNA FID counter	NS3 helicase inh	OXTR ag	GPR7 antag
61	O=C(Nc1ccccc1C(=O)Nc1ccccc1)c1cccs1	0.4	-2.9	-6	11	0.0	-14	-19	-0.5	-10
62	Cc1c(OC(C)C(=O)N[C@H](C(=O)O)c2ccccc2)ccc2c3c(c(=O)oc12)CCCC3 (stereo partly specified)	-0.7	7.8*	-3	23	-4.5	-15	14	-1.4	1
63	Cc1cc(NC(=O)C2C3C(=O)N(Cc4ccc(Cl)cc4)C(C(=O)NC(C)(C)C)C34C=CC2(C)O4)no1 (stereo unspecified)	-1.0	-1.6	-4	-21	-3.0	-6	-2	-1.1	-8
64	CCCN1CCN(c2ncnc3c2nnn3Cc2ccccc2)CC1	0.5	-0.1	-3	-25	-2.6	2	-7	-0.9	-6
65	CC(C)(C)c1csc(NC(=O)Cn2c(=O)oc3ccccc32)n1	4.4	1.7	0	17	0.2	-12	7	1.6	2

Structures from the list above containing a cyano group (2):
cpd	Structure	V1aR counter	VIM-2 inhibitor	GalR3 antag	PHOSPHO1 inh	IMP-1 inh	DNA FID counter	NS3 helicase inh	OXTR ag	GPR7 antag
2	CCN(CCC#N)c1ccc(/C=N/Nc2nc(C)cc(=O)[nH]2)c(C)c1	0.2	-3.1	-4	-7	-2.3	-4	6	-1.4	1
23	N#Cc1c(-c2ccco2)c2c([nH]c1=S)CCCC2	0.4	/	-6	62*	/	/	/	1.4	/

High-throughput results as filed in PubChem.
